# Assay outcomes deposited in PubChem by several laboratories.
# HePTP inhibitor: inhibitors of human HePTP phosphatase; 0.64% of 110,000 active; P35236; inhibition, % at 20 µM; recombinant HePTP phosphatase activity, OD absorbance; in the data active = inhibition above about 50%; inconclusive = no clear call, values can overlap the other calls;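 note: plate controls were vehicle for no effect and reference inhibitor for full effect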
# Target sequence (P35236 whole entry, looked up): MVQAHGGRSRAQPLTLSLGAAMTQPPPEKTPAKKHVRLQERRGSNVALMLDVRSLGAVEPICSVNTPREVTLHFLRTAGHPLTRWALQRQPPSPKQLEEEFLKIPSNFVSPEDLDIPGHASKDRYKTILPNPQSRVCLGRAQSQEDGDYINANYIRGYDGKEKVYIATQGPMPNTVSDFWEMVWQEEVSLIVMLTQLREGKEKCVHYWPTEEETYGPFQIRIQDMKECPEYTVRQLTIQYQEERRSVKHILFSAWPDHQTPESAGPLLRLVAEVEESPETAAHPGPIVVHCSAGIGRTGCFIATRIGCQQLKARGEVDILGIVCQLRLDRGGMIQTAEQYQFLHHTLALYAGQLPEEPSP
# BAP1 block: inhibitors of human BAP1 deubiquitinase | 0.48% of 72,000 active | activity remaining (% of control), % at 20 µM | recombinant BAP1, Ub-AMC hydrolysis fluorescence kinetic; stronger effect = lower value;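 active = activity remaining at or below 50% of control, provided the compound also passes the data quality filters; inactive = the rest, including low values that fail the filters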;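 note: 100% = DMSO wells rate and 0% = substrate alone blank rate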
# Starred values were filed as active, the others as inactive; ? = inconclusive; nt = not tested or not shown; & = joins results of further samples.
SMILES,HePTP inhibitor,BAP1 block
CC(=O)[C@@]1(O)CC[C@H]2[C@@H]3CC=C4C[C@@H](O)CC[C@]4(C)[C@H]3CC[C@@]21C,6,56
CN1CCN(C(=O)COc2ccc(-c3nc4ccccc4s3)cc2)CC1,-3,nt
CN1C(=O)N(C)C(=O)C(CCc2ccncc2)(Cc2ccc3c(c2)OCO3)C1=O,-10,91
CCCn1c(=O)c2[nH]c(C3CCCC3)nc2n(CCCOC(=O)c2ccc(S(=O)(=O)F)cc2)c1=O,nt,88
CCn1nc(-c2cccs2)nc2c(=O)n(C)c(=O)nc1-2,?,45*
CC(NC(=O)Oc1ccccc1)C(c1cccs1)N1CCOCC1 (stereo not drawn),nt,133
CC(C)c1cccc(C(C)C)c1OCCN1CCCCC1,-6,nt
C=CCn1c(O)c(C(=O)CCCCCC)c(=O)[nH]c1=O,1,97
O=C1CC(N2CCC(n3c(=O)[nH]c4ccccc43)CC2)C(=O)N1c1ccc(F)cc1 (stereo not drawn),2,86
Fc1ccc(CN2CCN(Cc3cccc(Br)c3)CC2)cc1,6,nt
COc1ccc(N2CCN(CCCN)CC2)cc1,6,106
O=C(/C=C/c1ccc(N2N=N2)cc1)/C=C/c1ccc(N2N=N2)cc1,5,nt
CN1CCN(c2c(Cl)cccc2[N+](=O)[O-])CC1,4,nt
CCC1(c2ccc(N)cc2)CCC(=O)NC1=O (stereo not drawn),nt,93
Cc1ccc(CC2C(=O)N(C)C(=O)N(C)C2=O)s1,-1,91
CN1C(=O)CN=C(c2ccc(Cl)cc2)c2cc(Cl)ccc21,2,142
COc1ccc(C(=O)CC2C(=O)N(C)C(=O)N(C)C2=O)cc1,2,93
O=C(COc1ccccc1)N1CCN(CC2CC3C=CC2C3)CC1 (stereo not drawn),-9,91
Cc1ccc(NC(=O)c2nc[nH]c2C(=O)Nc2ccc(Br)cc2C(=O)c2ccccc2)cc1,4,nt
CC12NC(Cc3ccccc31)c1ccccc12 (stereo not drawn),nt,91
Cc1ccc(C)n1-c1ccc(N2CCNCC2)c([N+](=O)[O-])c1,6,nt
O=C(Nc1ccccc1OC(=O)N1CCCCC1)N1CCCCC1,-6,98
O=C(CN1C(=O)CCSc2ccccc21)N1CCC2(CC1)OCCO2,-15,94
COc1ccc(C=C(C#N)C#N)cc1O,3,nt
COc1ccccc1N1CCN(Cc2c(F)cccc2Cl)CC1,-2,nt

# Compounds shown so far that have an aryl methoxy group:
SMILES,HePTP inhibitor,BAP1 block
COc1ccc(N2CCN(CCCN)CC2)cc1,6,106
COc1ccc(C(=O)CC2C(=O)N(C)C(=O)N(C)C2=O)cc1,2,93
COc1ccc(C=C(C#N)C#N)cc1O,3,nt
COc1ccccc1N1CCN(Cc2c(F)cccc2Cl)CC1,-2,nt

# Additional entries
SMILES,HePTP inhibitor,BAP1 block
Fc1cccc(F)c1CN1CCN(Cc2c(F)cccc2F)CC1,-1,84
CCN(CC)S(=O)(=O)c1ccc(C(=O)Nc2ccc([N+](=O)[O-])cc2C(=O)c2ccccc2)cc1,4,nt
Cc1nc2cc(C(=O)N3CCC4(CC3)OCCO4)ccc2n1-c1ccc(Br)cc1,nt,89
CC12CN3C(O)C(C)(C1)CC(C)(C2)C3O (stereo not drawn),3,109
N#CC(C#N)=Cc1ccc([N+](=O)[O-])c(O)c1,nt,93
COc1ccc(CN2CCN(Cc3ccc(F)cc3)CC2)cc1,2,nt
C[N+]1(C)CCc2cc3c(cc2[C@H]1[C@@H]1OC(=O)c2c1ccc1c2OCO1)OCO3,6,64&91
CN1CC[C@@]2(C)c3cc(O)ccc3N(C)C12 (stereo partly drawn),nt,97
C=COCCn1c(C)c(C(=O)OCC)c2cc(O)ccc21,4,106
CC(N)[C@H](O)c1ccc(O)c(O)c1 (stereo partly drawn),nt,88
CC12CCC3C(CC=C4CC(O)CCC43C)C1C/C(=C\c1ccc(OC(F)F)cc1)C2=O (stereo not drawn),1,nt
CCCCn1c(O)c(C(C)=NCCCN(C)C)c(=O)[nH]c1=O,-11,99
CN(CC1COc2ccccc2O1)c1nc(-c2cccnc2)nc2ccccc12 (stereo not drawn),3,nt
CC(C)Oc1ccccc1C=C1C(=O)NC(=O)NC1=O,-7,nt
COc1ccccc1OCC(=O)N1CCN(C)CC1,7,nt
CCOP(=S)(OCC)SCC(=O)NC(C)(CC)C(=O)O (stereo not drawn),14,nt
O=C1OCCC1NC1=NCCC1 (stereo not drawn),-2,104
CCOP(=O)(C#CC(C)(C)C)C1(O)CCCCC1 (stereo not drawn),-3,106
O=C(Cn1cnc2sc3c(c2c1=O)CCCC3)NCCC(=O)N1CCC2(CC1)OCCO2,0,88

# Record cards, from the list above. Values in the order: HePTP inhibitor | BAP1 block
# Entry for O=C(Cn1cnc2sc3c(c2c1=O)CCCC3)NCCC(=O)N1CCC2(CC1)OCCO2 : 0 | 88
# Entry for COc1ccccc1OCC(=O)N1CCN(C)CC1 : 7 | nt
# Entry for CC(N)[C@H](O)c1ccc(O)c(O)c1 (stereo partly drawn) : nt | 88
# Entry for O=C1OCCC1NC1=NCCC1 (stereo not drawn) : -2 | 104
# Entry for CN(CC1COc2ccccc2O1)c1nc(-c2cccnc2)nc2ccccc12 (stereo not drawn) : 3 | nt

# Quoted from the listing:
# Reading of `CC12CCC3C(CC=C4CC(O)CCC43C)C1C/C(=C\c1ccc(OC(F)F)cc1)C2=O` (stereo not drawn) in HePTP inhibitor: 1
# Reading of `CN1CC[C@@]2(C)c3cc(O)ccc3N(C)C12` (stereo partly drawn) in BAP1 block: 97
# Reading of `CCOP(=S)(OCC)SCC(=O)NC(C)(CC)C(=O)O` (stereo not drawn) in HePTP inhibitor: 14
# Reading of `Fc1cccc(F)c1CN1CCN(Cc2c(F)cccc2F)CC1` in BAP1 block: 84

# Structural class: those above containing a thiophene ring, fused or not.
SMILES,HePTP inhibitor,BAP1 block
CCn1nc(-c2cccs2)nc2c(=O)n(C)c(=O)nc1-2,?,45*
CC(NC(=O)Oc1ccccc1)C(c1cccs1)N1CCOCC1 (stereo not drawn),nt,133
Cc1ccc(CC2C(=O)N(C)C(=O)N(C)C2=O)s1,-1,91
O=C(Cn1cnc2sc3c(c2c1=O)CCCC3)NCCC(=O)N1CCC2(CC1)OCCO2,0,88

# Not all compounds are listed (hit frequency here may not be typical).
